Screening data as filed in PubChem.
NSD2 inh: blocks human histone methyltransferase NSD2; O96028; NSD2 peptide methylation, AlphaScreen, 120 min; inhibition, % at 12.5 µM; hit rate 0.54% among 310,000; AID 743445; in the data active means inhibition above about 50%
Target sequence (O96028 whole entry, looked up): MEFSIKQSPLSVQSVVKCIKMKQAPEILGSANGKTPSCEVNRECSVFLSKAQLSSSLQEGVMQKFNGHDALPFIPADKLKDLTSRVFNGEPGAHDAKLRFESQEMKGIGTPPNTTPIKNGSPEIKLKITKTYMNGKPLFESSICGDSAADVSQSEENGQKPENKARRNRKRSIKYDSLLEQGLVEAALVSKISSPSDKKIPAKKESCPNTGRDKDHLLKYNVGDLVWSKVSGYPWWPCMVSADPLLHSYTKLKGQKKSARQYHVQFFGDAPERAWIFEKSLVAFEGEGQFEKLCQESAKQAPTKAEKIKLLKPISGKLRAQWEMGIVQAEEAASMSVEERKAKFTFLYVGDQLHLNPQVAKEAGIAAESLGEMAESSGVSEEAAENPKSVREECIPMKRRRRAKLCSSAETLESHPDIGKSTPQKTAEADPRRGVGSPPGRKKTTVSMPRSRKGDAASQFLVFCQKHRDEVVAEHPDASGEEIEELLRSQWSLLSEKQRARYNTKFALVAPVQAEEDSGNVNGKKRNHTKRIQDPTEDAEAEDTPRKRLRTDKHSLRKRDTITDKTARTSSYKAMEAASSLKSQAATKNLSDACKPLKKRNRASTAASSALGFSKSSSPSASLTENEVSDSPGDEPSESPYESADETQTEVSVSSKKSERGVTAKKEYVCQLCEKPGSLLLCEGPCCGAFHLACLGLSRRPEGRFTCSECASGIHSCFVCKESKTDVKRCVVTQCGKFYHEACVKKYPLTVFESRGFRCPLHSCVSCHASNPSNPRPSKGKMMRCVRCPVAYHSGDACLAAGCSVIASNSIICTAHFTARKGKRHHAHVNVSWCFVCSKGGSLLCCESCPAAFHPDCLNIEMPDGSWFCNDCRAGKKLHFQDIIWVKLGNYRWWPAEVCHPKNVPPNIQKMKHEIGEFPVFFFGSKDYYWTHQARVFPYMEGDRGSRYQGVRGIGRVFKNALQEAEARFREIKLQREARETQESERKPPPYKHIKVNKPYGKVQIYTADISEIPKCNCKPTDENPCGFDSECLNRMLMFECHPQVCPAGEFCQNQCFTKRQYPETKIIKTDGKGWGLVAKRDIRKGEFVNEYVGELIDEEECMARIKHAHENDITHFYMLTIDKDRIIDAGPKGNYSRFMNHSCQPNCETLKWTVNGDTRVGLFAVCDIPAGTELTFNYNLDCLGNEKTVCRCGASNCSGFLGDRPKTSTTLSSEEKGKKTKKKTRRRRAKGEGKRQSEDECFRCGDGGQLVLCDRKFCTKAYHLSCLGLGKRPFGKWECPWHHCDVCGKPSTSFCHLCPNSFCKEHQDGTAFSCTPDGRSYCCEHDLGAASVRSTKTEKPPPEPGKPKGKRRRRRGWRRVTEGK
Keap1 Nrf2 FP: Keap1-Nrf2 (human) interaction inhibition; Q14145; Keap1 Kelch-Nrf2 peptide fluorescence polarization, 1536-well; inhibition, % at 9.4 µM; hit rate 0.15% among 340,000; AID 504523; in the data active means inhibition above about 12%;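 further: human Keap1 Kelch domain with fluorescein labeled Nrf2 9mer peptide probe; 0% = neutral control wells and 100% = peptide positive control; higher means more block of Keap1 binding to Nrf2 peptide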
DSG3 Ab inh: blocks pemphigus antibody binding to human desmoglein-3 | DSG3-coupled beads, scFv-anti-DSG3-GFP binding, flow cytometry; hits give low values | binding (percent of control), % at 10 µM | hit rate 0.48% among 310,000;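 active means binding more than 3 SD below its plate's average and above zero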;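 further: hits lower antibody fragment binding to DSG3; some compounds called inactive have numbers as strong as hits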
CAL PDZ FP-1: blocks peptide binding to human CAL PDZ domain; Q9HD26; purified CAL PDZ, TMR-peptide fluorescence polarization, 1 h; inhibition, % at 20 µM; hit rate 0.02% among 330,000; AID 504414;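 active means highest replicate inhibition of at least 40%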;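 further: plate controls were DMSO neutral control wells for no effect and unlabeled competitor peptide control wells for full effect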
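System: tagged CAL PDZ domain. Schedule: 1 h room-temperature incubation prior to read. Signal: fluorescence polarization (mP). Measure: percent inhibition from loss of millipolarization.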
CAL PDZ FP-2: blocks peptide binding to the human CAL PDZ domain. hit rate 0.92% among 300,000. purified CAL PDZ, TMR-peptide fluorescence polarization, 1 h. Q9HD26. AID 602252. inhibition, % at 24.9 µM;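 active means mean inhibition of at least 30% with at least half of replicates also reaching 30%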;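 further: 0% = DMSO neutral control and 100% = excess unlabeled competitor peptide PRC23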
Cardiac RTF inh: cardiac RTF calcium desensitization; inhibition, % at 7.15 µM; IANBD-labeled cardiac RTF, Ca2+ fluorescence; hit rate 0.12% among 340,000; AID 493244;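 active means inhibition above the mean inhibition of all tested compounds plus 3 SD, cut at about 17% in these data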;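 further: assay run at fixed EC70 calcium of 1.6 mM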
Arrestin-AP2 inh: blocks beta-arrestin peptide binding to AP2 adaptin. AID 504490. FITC-arrestin peptide / GST-AP2 beads, flow cytometry; AP2 beta2 appendage carries R879A mutation. hit rate 0.31% among 340,000. inhibition, % at 10 µM;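 active means inhibition above a set limit, near 3 SD of compounds lacking own fluorescence, cut at about 54% in these data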;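 further: plate controls were DMSO wells for no effect and 5 µM unlabelled arrestin peptide for full effect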
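Assay system: GST-AP2 R879A bound to glutathione beads, E. coli-expressed; Medium: PBS with 0.05% Tween 20 and 0.1% BSA; Also added: fluorescein-tagged arrestin peptide at 50 nM final; Timing: 12 min plus 1 h, RT; Measured by: flow cytometry, FL1 (488/535 nm); Evaluation: percent drop in bead-associated FITC signal.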
DAGLB inh: diacylglycerol lipase beta (human) inhibition; AID 504411; HEK293T DAGLB membrane lysate, EnzChek fluorogenic substrate; hit rate 0.059% among 340,000; inhibition, % at 5.17 µM; in the data active means inhibition above about 34%;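 further: 0% = enzyme with vehicle and 100% = wells lacking enzyme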
V-ATPase pH: regulators of yeast V-ATPase proton transport. S. cerevisiae, pHLuorin cytosolic pH fluorescence. response, % at 10 µM. hit rate 0.37% among 350,000. AID 504577; in the data active means response mostly above about 7.3%, no sharp cut-off; inactive means mostly below about 5.4%; further: actives read high; inactives centre near 0; some compounds called inactive have numbers as strong as hits; reference of the scale not given here
LANA DNA inh: KSHV C-LANA DNA binding inhibition; inhibition, % at 9 µM; hit rate 0.078% among 340,000; MBP-C-LANA/FAM-LBS DNA binding, fluorescence polarization;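 active means highest replicate inhibition at or above 60% at 9 µM, even if other replicates fall short; inactive means all replicates below 60% inhibition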;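 further: 0% = neutral control wells and 100% = 4 µM acridine orange control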
An asterisk follows results filed as active; · = not tested or not shown. A portion of the library; rates above refer to the full screens.

SMILES	NSD2 inh	Keap1 Nrf2 FP	DSG3 Ab inh	CAL PDZ FP-1	CAL PDZ FP-2	Cardiac RTF inh	Arrestin-AP2 inh	DAGLB inh	V-ATPase pH	LANA DNA inh
Cc1ccc(S(=O)(=O)N(C)C)cc1NC(=S)N1CCCCC1CO (configuration not stated)	-3	-3	104	-2.0	6	-10	1	-3	-2	1.8
COc1ccc(CN2CCCC(C(=O)N3CCCC3)C2)cc1 (configuration not stated)	-1	3	99	0.4	1	-4	2	0	1	-0.5
CSc1nc2ccccc2c(=O)n1N	-2	2	101	-2.9	-2	-4	8	3	-2	-0.1
CCOC(=O)CCCNC(=O)CCNC(=O)c1ccc(OCC)cc1	-1	2	100	-2.1	-3	-2	12	0	-3	1.7
COc1cc(/C=N/NC(=O)CCn2c3ccccc3c3ccccc32)cc(OC)c1OC	-2	-4	102	1.5	1	-6	4	5	-1	-1.2
O=C(N/N=C/c1ccncc1)c1ccc(NC(=O)c2cccc(Cl)c2)cc1	-4	-9	92	-2.1	0	6	7	-1	3	0.0
Cc1nc2sccn2c(=O)c1S(=O)(=O)NCc1ccccc1	·	-3	96	-0.5	-2	-2	3	0	-2	0.1
Cc1ccc2nc(-c3cccc(Br)c3)cc(C(=O)NCC3CCCO3)c2c1 (configuration not stated)	-1	1	104	-0.4	-4	8	-6	-3	-2	-1.0
Cc1occc1C(=O)Nc1sc2c(c1C(N)=O)CCC(C(C)(C)C)C2 (configuration not stated)	5	6	92	0.2	0	-9	-13	-1	-5	-4.3
C#CCOCCOCCOCCNc1nc(N2CCN(C(=O)[C@H]([C@@H](C)CC)n3cc(CCCCN)nn3)CC2)nc(N2CCN(C(=O)[C@H](CCCCN)n3cc(CC(C)O)nn3)CC2)n1 (some centres not stated)	·	-3	101	-0.4	3	-4	26	1	-6	-0.7
COc1cc(C(=O)O)ccc1OCC(=O)N1CCOCC1	-5	-1	105	0.3	4	-4	-1	-1	-2	-1.8
CC(C)C1C(=O)NC(=S)N1S(=O)(=O)c1ccc(C(C)(C)C)cc1 (configuration not stated)	1	1	89	-1.1	·	-17	3	16	6	-1.0

Grouped by structure, the compounds so far containing four or more nitrogen atoms
SMILES	NSD2 inh	Keap1 Nrf2 FP	DSG3 Ab inh	CAL PDZ FP-1	CAL PDZ FP-2	Cardiac RTF inh	Arrestin-AP2 inh	DAGLB inh	V-ATPase pH	LANA DNA inh
O=C(N/N=C/c1ccncc1)c1ccc(NC(=O)c2cccc(Cl)c2)cc1	-4	-9	92	-2.1	0	6	7	-1	3	0.0
C#CCOCCOCCOCCNc1nc(N2CCN(C(=O)[C@H]([C@@H](C)CC)n3cc(CCCCN)nn3)CC2)nc(N2CCN(C(=O)[C@H](CCCCN)n3cc(CC(C)O)nn3)CC2)n1 (some centres not stated)	·	-3	101	-0.4	3	-4	26	1	-6	-0.7

(further entries)
SMILES	NSD2 inh	Keap1 Nrf2 FP	DSG3 Ab inh	CAL PDZ FP-1	CAL PDZ FP-2	Cardiac RTF inh	Arrestin-AP2 inh	DAGLB inh	V-ATPase pH	LANA DNA inh
CCOC(=O)c1ccc(NC(=O)N2CCN(c3cccc(OC)c3)CC2)cc1	0	-6	90	-20	1	5	-6	-3	-1	-2.4
Cc1nn(CC(=O)NNC(=O)c2ccccc2F)c([N+](=O)[O-])c1Br	0	·	109	·	·	·	-3	·	-2	·
CS(=O)(=O)N1CCC2(CC1)OCCN2S(=O)(=O)c1ccccc1	0	2	116	0.6	-2	1	3	-1	1	1.7
CSc1nc(N)c(C(=O)NC2CCCCC2)s1	1	-3	94	0.0	-3	-1	10	-1	-3	0.7
CC1(C)Cc2c(cnn2-c2cccc(F)c2)C(NC(=O)CSc2ccccn2)C1 (configuration not stated)	2	-5	101	-2.1	-2	2	1	1	5	1.4
CCOC(=O)C1C(=O)CC(C)(O)C(C(=O)OCC)C1c1ccc([N+](=O)[O-])cc1 (configuration not stated)	-1	0	97	-0.3	·	-10	-7	-1	-3	0.5
C=CCNC(=O)c1c2c(nc3ccccc13)-c1ccccc1CC2	-3	1	·	-0.1	-3	-2	2	-1	5	-0.2
CN(C)S(=O)(=O)c1cccc(C(=O)NCCc2ccccc2)c1	1	-3	·	-1.2	-2	-13	-4	0	2	-0.5
Cc1cc([N+](=O)[O-])ccc1NC(=O)C[n+]1ccc(N(C)C)cc1	10	-1	99	0.4	0	-13	-8	0	-4	0.0
CC(=O)c1ccc(S(=O)(=O)N2CCN(CC(=O)Nc3ccnn3C3CCCC3)CC2)cc1	1	-2	103	0.0	·	5	5	0	4	-1.0
Cc1cc2nc(-c3ccco3)cc(C(F)(F)F)n2n1	·	-3	107	-0.8	·	-1	-5	-2	-3	0.2
Cn1c(-c2ccccc2)cnc1SCc1nc2ccccc2c(=O)[nH]1	3	0	99	-1.1	-3	-5	25	0	2	1.0
CCCNC(=O)/C=C/c1ccc(S(=O)(=O)Nc2ccccc2OC)cc1	-2	-1	95	-0.9	-1	-4	-4	-1	1	0.1
COC(=O)c1ccc(CN2C(=O)NC3(CCCCC3)C2=O)cc1	2	-1	95	-0.4	4	4	9	-3	1	-1.7
COc1cc(/C=C/CNC[C@H]2O[C@@H](n3cnc(C(N)=O)n3)[C@H](O)[C@@H]2O)ccc1O	·	-12	101	-0.1	-5	-4	13	0	0	0.7
CCOc1ccc(OCC(=O)N2CCN(S(=O)(=O)c3ccccc3)CC2)cc1	1	·	103	·	·	·	·	-5	-3	·
Cc1ccc(-n2c(SCC(=O)N/N=C/c3c(C)nn(-c4ccccc4)c3C)nc3ccccc3c2=O)cc1	1	-2	78	-1.0	-2	-13	-5	1	-1	0.5
Cc1cccc(N2CCN(C(=O)CCNC(=O)Cn3ccc4ccccc4c3=O)CC2)c1C	-1	-1	97	-0.3	1	1	3	-1	-2	1.9
Cn1c(CNC(=O)Nc2cccc(Cl)c2)nnc1SCc1ccccc1	0	-6	101	-2.8	-2	-1	-10	-5	5	0.2
COC(=O)NN1C(=O)C(c2ccccc2)=C(c2ccc(Cl)cc2)C1=O	0	-6	·	-1.1	0	-4	-2	-1	3	0.1
CCCN1CNc2c(c(=O)[nH]c(=S)n2-c2ccc(Cl)cc2)C1	1	-2	85	0.7	-10	1	2	1	1	0.4
COc1ccc(CCNC(=O)NC23CC4CC(CC(C4)C2)C3)cc1	·	-2	98	-0.5	-7	-6	0	-6	5	0.5
CC1CC(C)CN(S(=O)(=O)N2CCCC(C(=O)NCCc3ccc(Cl)cc3)C2)C1 (configuration not stated)	-1	-3	99	-1.2	-1	-7	21	-3	-4	0.2
CC(C)(CNC(=O)c1ccc(Cl)c(S(=O)(=O)N2CCc3ccccc3C2)c1)N1CCOCC1	-5	-5	98	-1.2	-1	-11	9	-2	-1	-0.2
CCc1noc(C)c1C(=O)NC1CCCc2c1cnn2-c1cc(C)cc(C)c1 (configuration not stated)	-4	2	104	-2.8	2	0	3	0	-7	1.3
COc1ccccc1CNC(=O)CN1C(=O)NC(c2ccccc2)(c2ccc(C)c(C)c2)C1=O (configuration not stated)	0	-3	97	0.7	7	-5	18	2	2	-0.1
Cc1cc(C(F)(F)F)nn2cnnc12	-2	0	108	-0.6	·	0	10	0	3	-0.2
O=C(c1cccc(F)c1)N1CCN(c2ccc([N+](=O)[O-])c3cccnc23)CC1	18	-2	96	-2.8	3	12	-1	1	-2	-1.7
COc1cccc2c1C(=O)C=C(C)C2=O	8	-1	95	-0.7	·	1	15	-1	-2	-1.3
COc1ccccc1NC(=O)CSc1nnc(C2CCCCC2)n1C	-1	0	103	·	0	1	6	0	-1	-3.6
CCCCOCC(O)CN1CCN(C(C)=O)CC1 (configuration not stated)	-2	0	96	-1.4	-3	-5	4	-1	1	1.1
COc1cc(C(O)CO)ccc1OS(=O)(=O)O (configuration not stated)	·	-4	118	1.0	-4	13	1	3	-1	0.8
c1ccc(-c2[nH]ncc2-c2nc3ccccc3[nH]2)cc1	36	-4	100	-1.0	-4	2	29	-2	3	1.7
Cc1cccc(Oc2nc3ccccn3c(=O)c2/C=C(\C#N)C(=O)NC2CCS(=O)(=O)C2)c1 (configuration not stated)	1	5	100	-0.6	0	-2	25	3	-3	1.1
O=C(NCc1cccs1)c1cnc(Cl)c(Cl)c1	-4	-1	101	-0.9	-1	1	2	0	0	0.6
Cc1ccc(CNC(=O)CCSCc2cccc(F)c2)cc1	9	-3	97	-1.2	-3	-7	-5	-6	1	0.5
CN(CC(=O)NCc1ccccc1Cl)S(=O)(=O)c1ccc2c(c1)n(C)c(=O)c(=O)n2C	0	-1	98	-1.3	·	-5	13	-1	2	-0.8
O=S(=O)(Nc1ccc(S(=O)(=O)Nc2nccs2)cc1)c1ccc2c(c1)OCCO2	3	-3	103	-1.6	·	0	31	-1	-2	0.3
Cc1ccc(-n2ccnc2SCC(=O)N(CC(C)C)C2CCS(=O)(=O)C2)c(C)c1 (configuration not stated)	-1	-3	·	-0.1	0	-11	-10	-2	5	-1.0
N/C(=N\c1nc2c(c(=O)[nH]1)CCC2)Nc1ccccc1C(F)(F)F	-4	-3	100	-0.1	-4	17*	10	0	1	-0.4
Cc1noc(C)c1C(=O)NCC(=O)Nc1ccccc1Br	2	0	100	0.4	·	-15	25	-3	1	0.7
COc1cc2c(cc1NC(=O)CSc1ccc(Cl)cc1)oc1ccccc12	-2	-1	106	0.0	-5	0	0	-2	-1	0.1
COCCN1C(=O)N(c2cccc(OC)c2)C(=O)C1CC(=O)Nc1ccc(Cl)cc1 (configuration not stated)	1	3	99	-2.1	·	-5	-3	-1	2	-0.2
O=C(Nc1ccccc1)Oc1cccc(Br)c1	-1	0	114	0.8	15	5	-15	-2	0	-1.1
COc1ccc2c(c1)[C@H]1[C@H](CO2)[C@H](c2ccccc2)[C@]2(C)C(=O)Nc3cc(OC)c(OC)cc3C(=O)N12	·	-4	97	-1.2	2	-5	-7	1	-1	-0.2
CC[C@]12C(=O)N(C)C[C@H]([C@@H]3C(=O)N(C)C(=O)[C@@H]31)N2C(=O)c1ccc(Cl)c(Cl)c1	·	-1	100	-0.2	1	-6	7	2	2	-0.1
O=C(NCCc1ccccc1)C1CC(=O)N(C2CCCC2)C1 (configuration not stated)	-3	-5	106	-0.3	·	1	3	-3	0	-0.3
COc1cc(C(=O)NCC2(N(C)C)CCCCC2)ccc1OCc1ccccc1	15	1	·	-4.9	-1	-7	20	-2	3	-1.5
O=C(NCC1CCCO1)C1CCN(S(=O)(=O)c2cccnc2)CC1 (configuration not stated)	0	-5	95	-0.9	0	-3	8	-1	2	-0.5
CC(=O)c1cccc(NC(=O)NCc2ccccn2)c1	-1	3	99	-2.4	-3	-2	7	-1	-4	0.2
O=C(N/C(=C\c1ccc([N+](=O)[O-])cc1)C(=O)N1CCCCC1)c1ccco1	0	3	99	-0.6	-1	0	21	-3	5	-0.3
COc1ccc(OC)c(NC(=O)c2c3c(nc4ccccc24)CCC3)c1	0	-3	101	-0.5	·	-1	-7	2	-3	-0.4
O=C(CCc1ccc(O)cc1)c1c(O)cc(O)cc1O[C@@H]1O[C@H](CO)[C@@H](O)[C@H](O)[C@H]1O	·	2	114	-1.0	-6	-15	3	-1	-1	-0.1
CSc1nc2sc3c(c2c(=O)n1CC(C)C)CC(C)(C)OC3	0	·	115	·	·	·	-4	·	2	·
